FLuc stim CS: firefly luciferase counter-screen for stimulation assays; P08659; ATPlite luciferase biochemical, luminescence, 10 min; 0 = ATP-free wells, 1 = DMSO control; activation factor at 10 µM; 200,000 tested, under 10 active;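 active means luciferase activation factor, scaled between plate controls, of at least 2 with compound at 10 µM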
Target sequence (P08659 whole entry, looked up): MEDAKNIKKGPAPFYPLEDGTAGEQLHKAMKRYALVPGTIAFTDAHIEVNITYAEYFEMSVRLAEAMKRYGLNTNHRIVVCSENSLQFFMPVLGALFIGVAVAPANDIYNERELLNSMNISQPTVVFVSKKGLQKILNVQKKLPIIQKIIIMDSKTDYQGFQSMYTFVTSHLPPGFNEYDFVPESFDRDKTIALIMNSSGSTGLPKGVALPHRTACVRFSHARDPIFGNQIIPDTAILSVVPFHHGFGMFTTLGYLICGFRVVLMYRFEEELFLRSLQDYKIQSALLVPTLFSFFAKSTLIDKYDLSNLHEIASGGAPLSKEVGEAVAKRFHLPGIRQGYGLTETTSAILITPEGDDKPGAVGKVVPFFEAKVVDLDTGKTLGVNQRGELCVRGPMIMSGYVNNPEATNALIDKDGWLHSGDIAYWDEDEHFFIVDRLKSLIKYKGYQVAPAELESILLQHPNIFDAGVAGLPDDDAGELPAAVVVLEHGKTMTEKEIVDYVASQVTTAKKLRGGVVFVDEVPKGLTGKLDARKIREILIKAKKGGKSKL
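System: luciferase plus luciferin reagent, cell-free; medium: PBS as buffer for the ATP substrate; dosing: test compounds dosed from 2 mM stocks in 100% DMSO; timing: 10 min post-reagent at room temperature; measured by: luminescence measurement of luciferase light output; evaluation: luciferase activation, seen as luminescence increase over controls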
TNAP inh hiacc: TNAP (human) inhibition, high acceptor; purified TNAP, CDP-star luminescence, 1 M DEA; P05186; 200,000 tested, 0.03% active; inhibition, % at 20 µM;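 active means over 50% inhibition of tissue-nonspecific alkaline phosphatase at 20 µM in the single-dose screen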;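 further: plate controls were DMSO wells for no effect and EDTA-quenched wells as full inhibition for full effect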
FLuc inh counter: inhibits firefly luciferase, flagging false hits in luciferase inhibition screens; ATPLite firefly luciferase biochemical luminescence, 10 min; inhibition, % at 10 µM; P08659; 200,000 tested, 1.5% active; AID 1006;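 active means inhibition above about 50% when tested at 10 µM, limit read from the data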
TNAP act hiacc: TNAP (human) activation, high acceptor | purified TNAP, CDP-star luminescence, 1 M DEA, 30 min; stronger effect = higher value; 0 = EDTA background, 1 = DMSO-only activity | activation factor at 20 µM | 200,000 tested, under 10 active | AID 1136;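 active means activation factor at least 2 at 20 µM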
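system = human TNAP | amount = enzyme diluted 1/800 final | reagent = 100 µM CDP-star substrate | signal = luminescent substrate turnover signal | dosing = one dose, 20 µM | benchmarks = EDTA negative control, DMSO positive control | measure = activation factor | timing = 30 min reaction, room temperature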
APP 5'UTR act: activates APP 5'UTR luciferase reporter; 190,000 tested, 1% active; activation, % at 2 µM; SH-SY5Y APP 5'UTR luciferase reporter, luminescence; zero percent = DMSO vehicle wells; AID 1276;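 active means activation above a set limit, based on mean plus 3 SD of controls, cut at about 140% in these data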; further: values of inactives mirror those of a sister screen read the other way
bIAP activator: intestinal alkaline phosphatase (bovine) activation | purified bovine IAP, CDP-star luminescence, 30 min; stronger effect = higher value; fold of DMSO-control signal, blank-subtracted | activation factor at 20 µM | 200,000 tested, 0.17% active | AID 1016;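 active means activation factor of 2 or more at 20 µM, a signal rise over negative controls twice the positive control's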
PMI act: activators of human phosphomannose isomerase | P34949 | purified human PMI, coupled resazurin fluorescence, 20 min; stronger effect = higher value; 1 = vehicle control, 0 substrate-free wells | activation factor at 20 µM | 190,000 tested, 0.005% active | AID 1214;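 active means activation factor of 2 or more at 20 µM, relative to plate controls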
Target sequence (P34949 whole entry, looked up): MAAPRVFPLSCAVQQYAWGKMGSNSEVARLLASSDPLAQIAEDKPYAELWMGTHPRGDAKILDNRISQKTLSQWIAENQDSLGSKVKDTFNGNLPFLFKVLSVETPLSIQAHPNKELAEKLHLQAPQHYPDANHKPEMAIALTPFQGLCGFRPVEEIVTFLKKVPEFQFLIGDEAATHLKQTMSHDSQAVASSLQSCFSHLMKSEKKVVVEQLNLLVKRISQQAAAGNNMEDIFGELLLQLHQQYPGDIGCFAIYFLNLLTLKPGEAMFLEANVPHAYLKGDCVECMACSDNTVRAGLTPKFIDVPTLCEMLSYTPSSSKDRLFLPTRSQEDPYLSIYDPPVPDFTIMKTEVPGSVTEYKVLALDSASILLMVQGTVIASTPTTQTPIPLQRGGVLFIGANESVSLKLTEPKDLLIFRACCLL
TNAP inh noacc: blocks human TNAP activity with no phosphate acceptor present. P05186. purified TNAP, CDP-star luminescence, 30 min. inhibition, % at 20 µM. 200,000 tested, 0.26% active;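 active means tissue-nonspecific alkaline phosphatase inhibition above about 50% at 20 µM in the single-dose screen, limit read from the data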;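 further: 0% = DMSO negative control and 100% = EDTA positive control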
PMI act satM6P: PMI (human) activation, high substrate; 190,000 tested, 0.34% active; coupled PMI enzyme assay, resazurin fluorescence, 20 min; stronger effect = higher value; 1 = untreated enzyme, 0 = substrate-free blank; AID 1216; activation factor at 20 µM; P34949;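 active means activation factor of 2 or more at 20 µM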
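Material: human phosphomannose isomerase with PGI, G6PDH, diaphorase coupling enzymes; amount: PMI at 15 ng/mL final; also added: Mannose-6-phosphate 1.0 mM (near-saturating) plus 0.22 mM NADP+; incubation: enzyme reaction with compound 20 min at room temperature; signal: resorufin fluorescence (Ex 544/Em 590 nm) from resazurin via diaphorase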
NF-kB expr up: NF-kB expression increase, human neuronal cells; NF-kB reporter expression; stronger effect = higher value; fold change at 12.5 µM; 190,000 tested, 1.6% active; AID 1239; in the data active means fold change above about 3.3
* = called active by the depositor; x = not tested or not shown. The order is random; overall some 3.6% were active at least once.

| Molecule | FLuc stim CS | TNAP inh hiacc | FLuc inh counter | TNAP act hiacc | APP 5'UTR act | bIAP activator | PMI act | TNAP inh noacc | PMI act satM6P | NF-kB expr up |
| --- | --- | --- | --- | --- | --- | --- | --- | --- | --- | --- |
| NC(=O)NCc1ccccc1 | 1 | -4 | -3 | 1 | -3 | 0.9 | 1.1 | -12 | 1.1 | 0.93 |
| Oc1ccc2ccccc2c1C=NC12CN3CCN(CN(C3)C1)C2 | 1 | 5 | -2 | 1 | -13 | 0.9 | 0.3 | -2 | 0.3 | 1.2 |
| Nc1c(N=Nc2cccc(Cl)c2)c(=O)[nH]n1-c1ccccc1 | 1 | 7 | -5 | 0.9 | -5 | 0.8 | 0.9 | -2 | 0.9 | 1.2 |
| CCCc1oc2c(c(=O)c1CC)C(=O)CC(C)(C)C2 | 1.1 | -4 | -5 | 1 | 16 | 1 | 1 | -11 | 1 | 1.1 |
| COc1ccc(Cl)cc1-c1nc(-c2ccc(NC(=O)c3cccs3)cc2)no1 | 0.9 | 0 | 12 | 1 | 39 | 1 | 1 | 22 | 1 | 1.6 |
| CCOC(=O)CSc1nc2cc(C(=O)N3CCC(C(N)=O)CC3)ccc2c(=O)n1-c1ccccc1 | 1 | -2 | 1 | 1 | -9 | 1.1 | 1 | -12 | 1.1 | 1 |
| CCN(CC)C(=O)c1cccc2c1C(=O)c1ccccc1-2 | 1.1 | -1 | -7 | 1 | -18 | 1 | 1.1 | -9 | 1.1 | 1 |
| Cn1nc(C(F)(F)F)c(C(=O)Nc2ccc(F)cc2F)c1Cl | 1 | 0 | -1 | 1 | 0 | 1.1 | 0.9 | -2 | 0.9 | 0.99 |
| COc1ccc(/C=C(/C(=O)NCc2ccccc2)c2ccccc2)cc1 | 1 | -1 | -4 | 1 | 5 | 1 | 1 | -22 | 1 | 0.8 |
| CCOc1ccc(C(=O)CCN2CCCCCC2)cc1 | 1 | -9 | -5 | 1.1 | -19 | 0.9 | 0.7 | -12 | 0.7 | 0.92 |
| O=C(CN1N=C(c2ccccc2)CCC1=O)NCc1ccco1 | 1 | 4 | 3 | 1 | 2 | 0.8 | 0.8 | 4 | 0.9 | 1 |
| COc1c(Cl)cc(Cl)cc1C(=O)n1nc(C)cc1C | 1 | -6 | -3 | 1.1 | -9 | 1.1 | 1 | -5 | 1 | 0.51 |
| CC1(C)CC(=O)C(=CN2CCN(C(=O)c3ccco3)CC2)C(=O)C1 | 1 | -8 | -1 | 1.1 | -20 | 1 | 1 | -14 | 0.9 | 0.82 |
| CCOP(=O)(OCC)C(Nc1cccc(C(F)(F)F)c1)c1ccc(Br)cc1 (stereo not given) | 1 | -4 | -4 | 1 | 6 | 1.1 | 0.8 | -16 | 0.9 | 0.86 |
| COCCC1CCCCN1Cc1cn(-c2ccccc2)nc1-c1ccc2c(c1)OCO2 (stereo not given) | 1 | -10 | -3 | 1.1 | 24 | 1 | 1.1 | -7 | 1.1 | 1 |
| O=S(=O)(c1ccc(Cl)cc1)c1ccccn1 | 1 | -2 | 0 | 1 | 2 | 0.9 | 1.1 | -10 | 1.1 | 0.91 |
| Cc1cc(=S)c2cccc(C)c2[nH]1 | 1.1 | -5 | -9 | 1.1 | -6 | 0.8 | 1.7 | 0 | 2.7* | 1 |
| CC1CN(CCc2ccccc2)c2nc3c(c(=O)[nH]c(=O)n3C)n2C1 (stereo not given) | 1 | -4 | -1 | 1 | 19 | 1 | 1 | -10 | 0.9 | 0.95 |
| O=C1NC2CCc3nc4ccccc4c(=O)n3C2=Nc2ccccc21 (stereo not given) | 1.1 | -10 | -7 | 1.1 | -16 | 1 | 1.1 | -9 | 0.9 | 1.1 |
| COCCCNC(=O)CN1C(=O)c2ccccc2C1=O | 1.1 | -10 | -7 | 1.1 | 8 | 0.9 | 1 | -6 | 1 | 1 |
| COc1ccc(OCC(N)=O)cc1 | 1 | 0 | 1 | 1 | -15 | 0.9 | 0.9 | -6 | 1 | x |
| CC(=O)Cc1nsc(NC(=O)c2cc(-c3cccc(C(F)(F)F)c3)oc2C)n1 | 1.1 | -3 | -11 | 1 | -7 | 0.9 | 1 | -9 | 1 | 0.99 |
| COc1ccc2cc(CN(C(=O)Nc3ccccc3)C3CCCC3)c(=O)[nH]c2c1 | 1.1 | -10 | -11 | 1.1 | -8 | 1.1 | 1 | 1 | 0.9 | 0.92 |
| CC(=O)Nc1ccc(S(=O)(=O)NC(C)C(=O)NCCc2ccc(F)cc2)cc1 (stereo not given) | 1.2 | -8 | -16 | 1.1 | -6 | 1.2 | 0.9 | -6 | 1 | 1.1 |
| O=C(NC(=S)NCC1CCCO1)C(c1ccccc1)c1ccccc1 (stereo not given) | 1.1 | -3 | -6 | 1 | -7 | 0.8 | 0.9 | -14 | 1 | 1.2 |
| Cc1ccc(OCCN2CCN(c3ncnc4sc(C)c(C)c34)CC2)cc1 | 1.1 | -2 | -6 | 1 | x | 1.1 | 0.9 | -18 | 0.9 | 0.7 |
| COC(=O)C1(C(F)(F)F)N=C2Sc3ccccc3N2C(N2CCOCC2)=N1 (stereo not given) | 1 | 1 | -5 | 1 | -6 | 1 | 0.9 | -10 | 0.8 | 1.3 |
| CC(C)CCNC(=O)CCC(=O)NNc1nc2ccccc2c2nc(-c3ccccc3)nn12 | 1 | -1 | -2 | 1 | x | 0.9 | 0.8 | -72 | 0.9 | 1.1 |
| CCOc1ccccc1C(=O)NC(C(=O)Nc1cccnc1)C(C)C (stereo not given) | 1 | -2 | -2 | 1 | -11 | 1.1 | 1 | -11 | 0.7 | 0.95 |
| Cn1c(=O)n(C)c2cc(NS(=O)(=O)c3ccc(Cl)s3)ccc21 | 1.1 | -3 | -9 | 1 | 13 | 1 | 1.1 | 0 | 1 | 1.2 |
| Cc1cc(NC(=O)c2ccccc2)ncc1NC(=O)c1ccco1 | 0.7 | -4 | 30 | 1 | 114 | 0.9 | 0.9 | -22 | 1 | 2.1 |
| O=[N+]([O-])c1ccccc1/C=C/C=N/n1c(-c2ccco2)n[nH]c1=S | 1 | 0 | 1 | 1 | 7 | 0.6 | 0.9 | -5 | 0.9 | 1.3 |
| Cc1cc(NC(=O)CSc2nc(C(C)C)nc3ccccc23)no1 | 1 | -3 | -1 | 1 | -10 | 0.7 | 0.9 | -13 | 0.9 | 1 |
| CC(=O)OCC(=O)[C@@]12OC3(CCCC3)O[C@@H]1C[C@H]1[C@@H]3CCC4=CC(=O)C=C[C@]4(C)[C@@]3(F)[C@@H](O)C[C@@]12C | 1.1 | -4 | -8 | 1 | 60 | 1 | 0.9 | -10 | 0.9 | 0.47 |
| CC1CCN(c2cc(N3CCN(C(=O)c4ccc(F)c(F)c4)CC3)c([N+](=O)[O-])cc2F)CC1 | 1.1 | 8 | -8 | 0.9 | -10 | 1 | 0.9 | -12 | 0.9 | 0.93 |
| CCc1cc(C(=O)NNC(=S)NCC2CCCO2)cs1 (stereo not given) | 0.9 | -4 | 6 | 1 | 11 | 1.4 | 1 | -22 | 0.9 | 1.4 |
| CCCCC(=O)N1CCCC(c2nc(-c3cccc(OC)c3)no2)C1 (stereo not given) | 0.9 | -4 | 14 | 1 | 35 | 1 | 0.9 | -5 | 1 | 2 |
| CN(C)CCCn1c(=S)[nH]c2ccccc2c1=O | 1.1 | -7 | -10 | 1.1 | 9 | 1 | 0.9 | 2 | 0.9 | 1.2 |
| CCNc1cc(Cl)nc(SC)n1 | 1 | -1 | -4 | 1 | 15 | 1 | 0.9 | -5 | 1 | 1.1 |
| O=S(=O)(c1ccc(Br)s1)N1CCCCC1 | 1.1 | -3 | -9 | 1 | 20 | 0.8 | 0.9 | -2 | 1 | 1 |
| Cc1ccc2nc(SCC(=O)Nc3ccc4c(c3)CCC4)[nH]c2c1 | 1 | -6 | -3 | 1.1 | -8 | 1.3 | 1 | -13 | 1 | 1.1 |
| O=C(NCc1ccco1)C1CC(c2ccc(Cl)cc2)=NO1 (stereo not given) | 1 | -5 | -1 | 1 | -2 | 1 | 1 | -4 | 1.1 | 1.5 |
| C=CCN(C(=O)CNC(=O)c1ccco1)C(C(=O)NC1CCCCC1)c1ccc(OC)cc1 (stereo not given) | 1.1 | 5 | -5 | 1 | -6 | 1 | 1.1 | -5 | 1.1 | 1 |
| Cc1nc2c(=O)[nH]c(=S)n(C)c2nc1C | 1.1 | 2 | -6 | 1 | 4 | 1.2 | 0.5 | -2 | 0.8 | 1.1 |
| COc1ccc(OC(=O)c2cccc([N+](=O)[O-])c2)c(C(=O)/C=C/c2cccs2)c1 | 1 | -1 | 0 | 1 | -11 | 0.7 | 0.9 | -2 | 0.9 | 3.4* |
| Cc1nn2cc(-c3ccccc3)nc2[nH]c1=O | 1.1 | -10 | -8 | 1.1 | 3 | 1 | 1 | -1 | 1 | 1.1 |
| COc1ccc(NC(=O)CS(=O)CC(=O)Nc2cc(Cl)ccc2OC)cc1 (stereo not given) | 1 | -3 | -5 | 1 | -11 | 0.9 | 0.9 | -6 | 1 | 1.1 |
| CC(NC(=O)OCc1ccccc1)C(=O)Oc1cc2oc(=O)cc(-c3ccccc3)c2cc1Cl (stereo not given) | 1 | -5 | -1 | 1.1 | 19 | 0.9 | 1 | -16 | 1 | 1.2 |
| CN1C(=S)SC(N(O)C(=O)Nc2ccc(Cl)c(Cl)c2)C1(C)C (stereo not given) | 1.1 | -3 | -6 | 1 | -1 | 0.9 | 0.9 | -5 | 0.9 | 1.3 |
| O=C(CN1C(=O)C2CC=CCC2C1=O)Nc1nc2ccc(F)cc2s1 (stereo not given) | 1 | -1 | 2 | 1 | 20 | 1.1 | 1 | -6 | 0.9 | 1.6 |

Next records:
| Molecule | FLuc stim CS | TNAP inh hiacc | FLuc inh counter | TNAP act hiacc | APP 5'UTR act | bIAP activator | PMI act | TNAP inh noacc | PMI act satM6P | NF-kB expr up |
| --- | --- | --- | --- | --- | --- | --- | --- | --- | --- | --- |
| CCOC(=O)N1CCN(C(=O)Cn2c(=O)sc3ccccc32)CC1 | 1 | -2 | -4 | 1 | 2 | 0.9 | 1 | -3 | 1 | 1.1 |
| COc1cccc(N=Cc2c[nH][nH]c2=O)c1 | 1 | -6 | -5 | 1.1 | 29 | 1 | 0.8 | -17 | 0.8 | 1.2 |
| CCOC(=O)C(Cc1ccc(O)cc1)NC(=O)CNC(=O)C1CCCN1C(=O)OC(C)(C)C (stereo not given) | 1 | -5 | 2 | 1 | -4 | 1 | 1.1 | -20 | 1 | 1.3 |
| N#Cc1ccc(Cn2c(=O)c(C#N)c3n(c2=O)CCC3)cc1 | 1 | -1 | -3 | 1 | -4 | 1 | 1 | -10 | 1.1 | 0.95 |
